High-throughput results (PubChem BioAssay)
Ba/F3 V617F tox = reduce viability of Ba/F3 cells dependent on JAK2V617F. Ba/F3 EpoR-JAK2V617F viability, ATP luminescence. inhibition, % at 5.6 µM. hit rate 1.1% among 220,000. AID 1446;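 active = inhibition above the campaign mean plus 3 SD over all tested compounds, cut at about 24% in these data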;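 also: cytokine-independent growth of Ba/F3 cells driven by EpoR plus mutant JAK2; 0% = DMSO-treated cells and 100% = JAK inhibitor I control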
BaF3 tox = reduces parental Ba/F3 cell viability, JAK2V617F counter-screen; hit rate 1.1% among 220,000; inhibition, % at 5.6 µM; AID 1486; CellTiter-Glo ATP luminescence;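 active = inhibition above a per-campaign cutoff, the mean inhibition of all tested compounds plus 3 SD, cut at about 27% in these data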;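 also: 0% = DMSO wells and 100% = JAK Inhibitor I control wells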
S1P4 antag = antagonists of human S1P4 receptor | O95977 | S1P4-expressing cells, antagonist mode, reporter read-out | inhibition, % at 4.98 µM | hit rate 0.26% among 220,000 | AID 1510; in the data active = inhibition above about 29%;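 also: 0% = wells stimulated with agonist and 100% = vehicle wells without agonist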
Target sequence (O95977 whole entry, looked up): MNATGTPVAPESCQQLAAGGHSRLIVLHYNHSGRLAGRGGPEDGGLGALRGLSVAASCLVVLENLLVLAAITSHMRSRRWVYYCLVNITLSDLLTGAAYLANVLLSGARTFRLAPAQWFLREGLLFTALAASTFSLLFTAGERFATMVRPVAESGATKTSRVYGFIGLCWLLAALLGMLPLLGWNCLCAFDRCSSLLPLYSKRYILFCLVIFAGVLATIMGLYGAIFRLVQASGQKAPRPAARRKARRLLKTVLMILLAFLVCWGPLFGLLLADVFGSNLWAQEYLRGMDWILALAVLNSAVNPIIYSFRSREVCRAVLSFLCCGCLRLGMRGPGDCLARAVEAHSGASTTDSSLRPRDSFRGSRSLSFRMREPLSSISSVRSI
Runt-CBFb FRET = blocks binding of human RUNX1 Runt domain to CBFb | Cerulean-Runt/Venus-CBFb FRET ratio 530/480, 1 h | AID 1496 | hit rate 0.46% among 220,000 | Q01196+Q13951 | inhibition, % at 20 µM;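 active = inhibition over about 50% at 20 µM in the single-dose screen, limit read from the data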;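 also: 0% = DMSO wells and 100% = excess unlabeled CBFb competitor control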
Target sequence (Q01196 whole entry, looked up, the tested form may be a part): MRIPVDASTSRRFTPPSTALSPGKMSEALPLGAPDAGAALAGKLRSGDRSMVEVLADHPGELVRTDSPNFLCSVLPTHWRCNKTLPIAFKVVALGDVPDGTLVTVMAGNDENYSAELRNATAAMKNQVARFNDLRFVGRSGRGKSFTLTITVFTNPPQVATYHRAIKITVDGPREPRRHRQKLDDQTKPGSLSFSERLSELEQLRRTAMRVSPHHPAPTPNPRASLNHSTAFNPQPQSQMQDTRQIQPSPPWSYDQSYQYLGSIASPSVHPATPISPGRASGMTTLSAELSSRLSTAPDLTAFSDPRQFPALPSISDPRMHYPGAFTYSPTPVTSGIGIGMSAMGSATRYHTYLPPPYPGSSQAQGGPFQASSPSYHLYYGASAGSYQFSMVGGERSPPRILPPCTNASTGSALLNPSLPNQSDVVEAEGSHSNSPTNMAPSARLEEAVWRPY
Target sequence (Q13951 whole entry, looked up, the tested form may be a part): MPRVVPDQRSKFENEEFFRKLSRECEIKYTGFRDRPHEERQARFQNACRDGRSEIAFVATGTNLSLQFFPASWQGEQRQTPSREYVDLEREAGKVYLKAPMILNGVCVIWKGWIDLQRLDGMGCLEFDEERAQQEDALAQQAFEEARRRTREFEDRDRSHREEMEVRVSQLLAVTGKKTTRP
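System: Cerulean-labeled Runt domain protein | Quantity: 100 nM of each labeled protein | Schedule: 1 h compound exposure, room temperature | Detection: Fluorescence energy transfer, 422 nm excitation, 530/480 nm emission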
NPY-Y2 PAM-ag = human NPY-Y2 potentiation or agonism, primary screen; P49146; cells expressing NPY-Y2, potentiator/agonist read-out; activation, % at 3.6 µM; hit rate 0.45% among 220,000; AID 1359; in the data active = activation above about 27%;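 also: cells stimulated with NPY near EC25 plus isoproterenol at EC100; 0% = vehicle plus submaximal agonist and 100% = vehicle plus saturating agonist; some results beyond the cut were filed as inactive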
RBBP9 inh = human RBBP9 hydrolase inhibition | O75884 | recombinant RBBP9, FP-Rh probe fluorescence polarization | inhibition, % at 7.94 µM | hit rate 0.2% among 220,000;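 active = inhibition above the campaign mean of all tested compounds plus 3 SD, cut at about 14% in these data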;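 also: plate controls were DMSO wells with RBBP9 for no effect and wells lacking RBBP9 protein for full effect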
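Measured by – fluorescence polarization · Test system – RBBP9 protein · Input – 2.5 µM RBBP9 dispensing solution, before mixing · Measure – percent inhibition from mP, scaled between DMSO and no-protein wells · Benchmarks – DMSO-treated enzyme wells and wells lacking RBBP9 · Times – preincubation 30 min plus labeling 45 min at 25 °C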
NPY1 pot ag = human NPY-Y1 potentiation or agonism, primary screen. P25929. NPY-Y1 expressing cells, potentiator/agonist activation. activation, % at 3.6 µM. hit rate 0.37% among 220,000. AID 1304; in the data active = activation above about 33%, passing the limit was not always enough;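 also: cells stimulated with NPY at EC10 then isoproterenol at EC100; 0% = low agonist plus stimulus and 100% = saturating agonist plus stimulus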
NPY Y1 blocker = NPY-Y1 (human) receptor antagonism; HEK293-CNG Y1 cells, membrane potential fluorescence; NPY at EC95, then isoproterenol; P25929; inhibition, % at 3.6 µM; hit rate 1% among 200,000;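 active = inhibition above the campaign mean inhibition of all tested compounds plus 3 SD, cut at about 20% in these data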;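 also: 0% = DMSO wells given NPY plus isoproterenol and 100% = isoproterenol alone without NPY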
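Material: HEK293 Y1/CNG channel cell line; also added: NPY (25 nM), isoproterenol (1 µM), Ro 20-1724 (25 µM); doses: one concentration, 3.6 µM, in 0.4% DMSO; schedule: compound incubation 1 h at room temperature, readout 45 min post-stimulation; technique: membrane potential fluorescence; measure: fluorescence ratio normalized to % inhibition between controls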
S1P4 agonist = agonists of human S1P4 receptor; O95977; activation, % at 4.98 µM; S1P4-expressing cell line, agonist reporter assay; AID 1509; hit rate 0.35% among 220,000; in the data active = activation above about 11%;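 also: 0% = DMSO vehicle and 100% = reference agonist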
* hit, by the source's call; . = not tested or not shown.

SMILES | Ba/F3 V617F tox | BaF3 tox | S1P4 antag | Runt-CBFb FRET | NPY-Y2 PAM-ag | RBBP9 inh | NPY1 pot ag | NPY Y1 blocker | S1P4 agonist
CC(C)(Oc1ccc(Cl)cc1)C(=O)NCc1ccncc1 | 2 | -1 | -4 | 0 | 2 | 6 | -10 | -6 | 0.1
CCCCNC(=O)N(O)C1N(/N=C/c2cccnc2)C(=S)SC1(C)C (centres undefined) | 5 | 3 | 3 | 0 | 1 | -7 | -12 | . | 0.0
Cc1onc(-c2ccccc2)c1C(=O)NC(=S)Nc1sc2c(c1C#N)CCCC2 | 4 | 8 | -1 | 51* | 7 | -3 | 17 | -1 | -0.3
COc1cccc(NC(=O)c2oc3ccc(S(=O)(=O)N4CCOCC4)cc3c2C)c1 | -1 | 3 | -12 | -2 | 6 | -13 | -6 | 6 | 1.1
COc1ccc(OCCSc2nnc(-c3ccccc3)n2N)cc1 | -1 | 2 | -2 | -1 | -1 | 1 | 3 | 1 | -0.4
CCOC(=O)C1CCN(C(=O)Cc2cccc3ccccc23)CC1 | -2 | 3 | -4 | -2 | 10 | 2 | 1 | 0 | 1.0
c1ccc(N2CCN(Cc3ccsc3)CC2)nc1 | -5 | 1 | -17 | -4 | 8 | -4 | 8 | 3 | 0.5
O=C1NCCN(Cc2ccc(Cl)c(F)c2)C1CC(=O)N1CCc2ccccc2C1 (centres undefined) | -4 | 2 | -15 | -5 | 17 | -3 | 11 | 6 | 1.2
CCCCOC(=O)NC1(C)CCS(=O)(=O)C1 (centres undefined) | -3 | 2 | -33 | -1 | 7 | -6 | -7 | -1 | 4.0
Cc1cn(Cc2ccccc2Cn2cc(C)c(=O)[nH]c2=O)c(=O)[nH]c1=O | -1 | 1 | 7 | 1 | -14 | -9 | -20 | . | 0.4
O=C(O)c1cccnc1SCc1cn2cc(Br)ccc2n1 | 1 | 5 | -18 | 1 | 0 | 3 | -5 | 9 | 0.9
CCOc1cc(C2C(C#N)=C(N)Oc3n[nH]c(-c4ccccc4)c32)ccc1O (centres undefined) | -2 | -1 | -15 | 0 | -11 | 10 | -5 | 9 | 1.5
Cc1cccnc1NC(=S)Nc1ccc(Cl)c(Cl)c1 | -3 | 8 | 0 | . | -1 | -9 | 12 | 0 | 1.6
C[N+]1(CCCCCCC(=O)/C=N/O)CCCCCC1 | 5 | 4 | 2 | -6 | 8 | 7 | -10 | 5 | 0.7
NC1=NC(=O)/C(=C\c2cc([N+](=O)[O-])ccc2Cl)S1 | 1 | 8 | -10 | 2 | 6 | -5 | 5 | 4 | 1.8
Cc1csc(NC(=O)c2ccncc2)n1 | -2 | -3 | -12 | 0 | -8 | -5 | 0 | . | 1.1
N#C/C(C(=O)N1CCCC1)=C1/N=C(N)c2ccccc21 | -2 | -2 | -17 | -2 | 13 | -4 | 4 | 1 | -0.7
Cc1ccc(N(CC(=O)NC2CCCCC2)C(=O)Cn2nnc(-c3ccc(C)o3)n2)cc1 | 1 | 12 | -21 | -1 | -8 | -1 | -8 | 3 | 1.0
COc1cccc(N2C(=O)CC(NNC(=O)c3cccs3)C2=O)c1 (centres undefined) | -2 | 5 | -27 | -2 | -1 | -4 | 14 | 10 | 1.4
Cc1nnc(-c2cccc(C(F)(F)F)c2)nc1N1CCOCC1 | 3 | 7 | -1 | 0 | 5 | 6 | 8 | 1 | 0.3
c1ccc2c(c1)CC1(CCCCC1)n1nnnc1-2 | -2 | 2 | -14 | -1 | -14 | -12 | -15 | -1 | -2.1
COc1ccc(OCCN2C(=O)NC3(CCc4ccccc4C3)C2=O)cc1 (centres undefined) | 2 | 5 | -8 | 0 | -10 | -3 | -26 | 15 | -0.9
CCOC(=O)c1c(NC(=O)C2(C)Cc3ccccc3C(=O)O2)sc2c1CCCC2 (centres undefined) | -2 | 3 | -10 | 3 | -4 | -3 | -3 | 4 | 0.7
CCOCCn1cnc2sc(C(=O)NCC(=O)OCC)c(C)c2c1=O | 2 | 4 | -1 | 0 | 15 | -12 | 21 | 4 | 0.5
O=C(Nc1cccnc1)c1cccc(S(=O)(=O)N2CCCC2)c1 | -1 | 7 | 4 | . | 0 | -11 | -1 | -3 | -1.3

Later entries:
SMILES | Ba/F3 V617F tox | BaF3 tox | S1P4 antag | Runt-CBFb FRET | NPY-Y2 PAM-ag | RBBP9 inh | NPY1 pot ag | NPY Y1 blocker | S1P4 agonist
Cc1ccc(S(=O)(=O)NC(CC(=O)N2CCOCC2)c2ccco2)cc1 (centres undefined) | -2 | 0 | 0 | 1 | 15 | -8 | -9 | 9 | 7.8
CC(C)(C)c1n[nH]c2c1CCCC2 | -2 | 3 | -1 | -1 | 1 | -7 | -34 | 10 | 2.3
Nc1ncnc2c1ncn2[C@H]1C[C@H](O)[C@@H](CO)O1 | 1 | 9 | 3 | 0 | -9 | 3 | -14 | 2 | -5.3
Cc1cc(OCC(=O)O)c2cccc(C)c2n1 | 2 | 1 | -7 | -1 | -4 | -9 | -6 | 3 | 2.9
COc1ccc(NC(=S)NC2CCCCC2)c(OC)c1 | -3 | 6 | -1 | 2 | -4 | -2 | 6 | -2 | 0.3
COc1ccc(OC)c(-c2nc(C(N)=O)c3[nH]c(=O)n(-c4ccc(F)cc4)c3n2)c1 | -3 | 6 | -6 | 1 | -16 | -5 | 1 | 0 | -1.2
Cc1sc(NC(=O)Cc2ccc3c(c2)OCO3)nc1-c1ccc2c(c1)CCN2C(=O)c1cccc(F)c1 | -1 | 7 | -4 | 2 | -3 | 3 | 6 | 1 | 2.5
N#Cc1c(-c2cccs2)cc(-c2ccccn2)nc1N | -1 | 10 | 7 | 8 | 8 | -4 | -3 | 6 | 0.9
COc1cc(NC(=O)Cn2ccsc2=N)cc(OC)c1 | 0 | 0 | 12 | 0 | -13 | -3 | -8 | . | -0.2
Cc1ccc(C2(c3noc(CN(C)Cc4cnn(C)c4)n3)CCCC2)cc1 | -1 | 2 | 8 | 0 | 3 | -1 | 4 | 4 | 0.6
C=CCNC(=S)N1CCN(c2ccc([N+](=O)[O-])cc2)CC1 | 5 | 9 | -15 | -2 | -12 | 1 | -21 | 1 | 1.6
CCOc1ccc(-c2c(=O)n(OCc3nc4ccccc4[nH]3)c3ccccc3[n+]2[O-])cc1 | -1 | 4 | -13 | -22 | 0 | -8 | -18 | . | 0.0
COCCCNC(=O)c1ccc(C(=O)NCCCOC)cc1 | 0 | 5 | -6 | -3 | 1 | 0 | 8 | 1 | 1.8
COc1cccc([C@@H]2Oc3ccc(Br)cc3C(=O)[C@H]2OC(=O)NC2CCCC2)c1 | 0 | 1 | 2 | 1 | 6 | -10 | -22 | 12 | 0.5
O=C(CSCc1cnn(-c2ccccc2)c1-n1cccc1)NCc1ccc2c(c1)OCO2 | -5 | 2 | -17 | -4 | -6 | 3 | 6 | 8 | 0.8
CCC(C)(C)C1CCc2[nH]nc(C(=O)NN)c2C1 (centres undefined) | 9 | 4 | 13 | 1 | -6 | -7 | 4 | . | -0.3
O=C(Cn1ccc2ccccc2c1=O)NCCC(=O)NC1CCN(Cc2ccccc2)CC1 | -1 | -5 | -8 | 1 | 1 | 1 | -6 | -1 | 1.9
CN(CC(=O)NCC1CCCO1)S(=O)(=O)c1cc(Cl)ccc1Cl (centres undefined) | 5 | 2 | 8 | 0 | 1 | -11 | 2 | 0 | 4.4
O=S(=O)(c1ccc2oc3ccccc3c2c1)N1CCCC1 | 2 | 5 | -26 | -3 | -3 | -2 | 1 | 2 | -0.7
O=C1CCCC/C1=C\Nc1ccc(S(=O)(=O)Nc2cnc3ccccc3n2)cc1 | -2 | -1 | 3 | 3 | 9 | -3 | 6 | . | -0.2
O=C(O)CN=C1CC(c2ccccc2)CC(=O)/C1=C(/O)CCCN1C(=O)c2ccccc2C1=O (centres undefined) | 1 | 6 | -5 | -1 | -10 | 3 | 5 | 3 | 0.8
Cc1nc2cc(C)c(C)cc2s1 | 2 | 6 | -16 | -1 | -9 | 5 | 19 | 4 | 0.8
COCC(=O)Nc1cc(Cl)ccc1C(F)(F)F | -1 | 0 | -12 | 2 | 2 | 7 | -3 | 1 | -0.7
O=C(O)C1CCN(S(=O)(=O)N2CCOCC2)CC1 | 4 | 13 | 1 | 0 | -4 | 2 | -10 | 6 | -0.8
COc1cccc(C2CC(c3c(-c4ccccc4)c4cc(Cl)ccc4[nH]c3=O)=NN2S(C)(=O)=O)c1OC (centres undefined) | -2 | 5 | -19 | -10 | 2 | 0 | -19 | 7 | 0.1

Three entries already listed, sorted by formula weight, lowest first.
SMILES | Ba/F3 V617F tox | BaF3 tox | S1P4 antag | Runt-CBFb FRET | NPY-Y2 PAM-ag | RBBP9 inh | NPY1 pot ag | NPY Y1 blocker | S1P4 agonist
O=C(O)C1CCN(S(=O)(=O)N2CCOCC2)CC1 | 4 | 13 | 1 | 0 | -4 | 2 | -10 | 6 | -0.8
O=S(=O)(c1ccc2oc3ccccc3c2c1)N1CCCC1 | 2 | 5 | -26 | -3 | -3 | -2 | 1 | 2 | -0.7
O=C(Cn1ccc2ccccc2c1=O)NCCC(=O)NC1CCN(Cc2ccccc2)CC1 | -1 | -5 | -8 | 1 | 1 | 1 | -6 | -1 | 1.9

Next section
SMILES | Ba/F3 V617F tox | BaF3 tox | S1P4 antag | Runt-CBFb FRET | NPY-Y2 PAM-ag | RBBP9 inh | NPY1 pot ag | NPY Y1 blocker | S1P4 agonist
Oc1cccc2ccc(/C=C/c3cccs3)nc12 | 1 | 3 | -3 | 4 | -20 | -13 | -38 | -2 | 1.8
Cc1cc(C)cc(N2C(=O)CSC2c2ccccn2)c1 (centres undefined) | 0 | 7 | -6 | 0 | -10 | 8 | -2 | -3 | -1.0
Cc1ccc(C)c(Cn2c(CN(C)Cc3ccccc3)nc3c2c(=O)n(C)c(=O)n3C)c1 | -2 | 7 | -12 | -10 | -17 | -7 | -15 | 14 | -1.7
O=C(CCCC(=O)n1cnc2ccccc21)n1cnc2ccccc21 | -5 | 0 | 2 | -1 | -5 | 5 | -7 | -8 | -1.1
Cc1c(Cl)cccc1NC(=S)NCc1ccccc1Cl | -2 | 1 | -6 | -1 | -26 | -1 | -7 | 11 | -0.3
CO/N=C\CC(=O)Nc1ccc(Cl)cc1Cl | 1 | 11 | -26 | 2 | -7 | -1 | 7 | 3 | 0.2
O=C(COc1ccccc1Cl)Nc1ccc(Cl)cn1 | 0 | 3 | -10 | -4 | -8 | -5 | -4 | -4 | 0.5
Cc1ccc(C)c(Cn2c(=O)n(CCC(=O)NCc3ccco3)c(=O)c3sccc32)c1 | -3 | 4 | 3 | 4 | -3 | -3 | -2 | 7 | 8.5
CC1(C)CC(=O)CC2(C1)NCC(c1ccccc1Cl)c1c2[nH]c2ccccc12 (centres undefined) | -4 | 2 | -2 | -2 | 8 | -4 | 15 | -3 | -0.3
Cc1cccc(N2C(=O)c3cccc(Oc4ccc(Cl)cc4)c3C2=O)c1 | 0 | 3 | -12 | 1 | -4 | -4 | -18 | 4 | -1.0
COc1cccc(-n2cc(CN(C)Cc3nc(Cc4ccccc4)no3)cn2)c1 | 1 | 5 | 9 | -4 | -25 | -6 | -13 | 3 | 6.3
